KAT2A inh: blocks human GCN5L2 histone acetyltransferase. Q92830. GCN5L2 HAT assay, ThioGlo1 CoA-SH fluorescence. Potency, µM (titrated, usually from 58.9 µM), without a hit: at the top dose activity change, negative = inhibition, most hits filed as inhibitors. hit rate 0.21% among 390,000. AID 504327
Target sequence (Q92830 whole entry, looked up): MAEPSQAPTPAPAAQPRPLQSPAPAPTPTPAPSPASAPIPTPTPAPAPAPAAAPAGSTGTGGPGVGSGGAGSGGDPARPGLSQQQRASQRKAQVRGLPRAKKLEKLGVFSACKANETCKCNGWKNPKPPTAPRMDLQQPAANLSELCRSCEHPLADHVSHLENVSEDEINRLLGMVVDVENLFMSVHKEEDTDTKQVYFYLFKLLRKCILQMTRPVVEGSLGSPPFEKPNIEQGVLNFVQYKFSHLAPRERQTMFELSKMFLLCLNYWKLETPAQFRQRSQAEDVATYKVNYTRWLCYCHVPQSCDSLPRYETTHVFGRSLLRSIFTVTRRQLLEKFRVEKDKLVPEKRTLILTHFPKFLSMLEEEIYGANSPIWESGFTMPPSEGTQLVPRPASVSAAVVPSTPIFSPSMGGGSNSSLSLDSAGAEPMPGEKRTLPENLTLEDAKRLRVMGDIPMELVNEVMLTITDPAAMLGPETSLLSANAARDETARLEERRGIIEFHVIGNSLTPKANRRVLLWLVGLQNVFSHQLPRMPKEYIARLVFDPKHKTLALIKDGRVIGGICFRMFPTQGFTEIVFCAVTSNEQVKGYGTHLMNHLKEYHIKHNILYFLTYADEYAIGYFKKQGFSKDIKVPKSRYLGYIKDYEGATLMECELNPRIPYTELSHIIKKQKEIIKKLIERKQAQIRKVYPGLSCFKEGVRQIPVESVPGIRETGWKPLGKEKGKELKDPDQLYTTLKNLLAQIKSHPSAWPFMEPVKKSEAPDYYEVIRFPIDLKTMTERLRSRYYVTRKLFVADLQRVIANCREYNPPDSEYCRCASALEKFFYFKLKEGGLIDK
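GCN5L2 (20 nM) in 50mM HEPES pH 7.5, 0.1mM EDTA, 0.01% Tween-20 preincubated 15 min with compounds at room temperature. Reaction started with H3(1-25) 75uM, acetyl-CoA 70uM, ThioGlo1 50uM; CoA-thiol fluorescence (Ex340/Em540) read at 0 and 20 min.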
DT40 TDP1 CPT: DT40-hTDP1 cell growth loss with CPT | chicken DT40 Tdp1-/-;hTDP1 cells + 20 nM CPT, ATP luminescence, 48 h | Potency, µM (top dose mostly 46.2 µM), inactives show at the highest dose activity change, negative = growth inhibition, actives largely listed as inhibitors | hit rate 12% among 420,000; further: nearly all actives have a fitted effect of over 55% in size
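Chicken DT40 Tdp1-/- cells complemented with human TDP1, 400 cells/well, exposed to compounds plus 20 nM camptothecin for at least 48 h at 37 C; viability read as ATP content by CellTiter-Glo luminescence.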
DT40 TDP1 no CPT: qHTS for Inhibitors of human tyrosyl-DNA phosphodiesterase 1 (TDP1): qHTS in cells in absence of CPT; DT40 Tdp1-/- hTDP1 cells, no CPT, ATP luminescence, 48 h; Potency, µM (series often up to 46.2 µM), for inactives: at the top dose activity change, negative = growth inhibition, hits mostly inhibitors; hit rate 15% among 420,000; further: nearly all actives have a fitted effect of over 55% in size
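A cellular qHTS used chicken DT40 cells lacking endogenous Tdp1 but carrying stably transfected human TDP1. Compounds were applied without camptothecin, and cell growth kinetics were judged by ATP-dependent luminescence after ≥48 hr.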
* hit, by the source's call; ? = inconclusive; / = no result given. The call rests on the fitted dose curve; in most records, active means well fitted curve in the direction sought with a large enough effect; inconclusive means small, poorly fitted or top-dose-only effect, or another doubt; inactive means no such curve, though single readings can be large; an effect the other way counts as inactive or inconclusive. On the % scale 0 is the no-effect control and ±100 the full control effect; potency means the concentration at half of the fitted maximal effect. Not all compounds are listed (hit frequency here may not be typical).

1	COC(=O)c1c(C)cc(C)c2c1CC(C)(C)C2=O
2	Cn1c(CSCc2ccc(Cl)c(Cl)c2)n[nH]c1=S
3	Cc1cccc(-c2nc(Cn3c(=O)cc(-c4ccccc4)c4c(C)nn(C)c43)c(C)o2)c1
4	COC(=O)Nc1ccc(S(=O)(=O)N2CCCc3cccc(O)c32)cc1
5	Cc1nn(-c2ccccc2)c(Oc2ccccc2)c1C=O
6	O=C(Nc1cccnc1)c1ccc(-c2cc(Cl)ccc2Cl)o1
7	O=C(Nc1ccccc1)C(=O)Nc1cccnc1
8	C(=C\c1ccccc1)/CN1CCN(Cc2nc(Cc3ccccc3)no2)CC1
9	CN1CCC(NC(=O)c2ccncc2)CC1
10	C=CCN1C(=O)c2ccc(C(=O)N(C)CC(=O)Nc3ccccc3C(F)(F)F)cc2C1=O

assay / compound | 1 | 2 | 3 | 4 | 5 | 6 | 7 | 8 | 9 | 10
DT40 TDP1 CPT | 3.8% | ? | -7.9% | 13µM* | 16.4µM* | ? | 12.0% | ? | -8.6% | 3.3%
KAT2A inh | -3.2% | -4.5% | -5.2% | -26.6% | 2.1% | 5.6% | 0.8% | 1.3% | -7.1% | -16.6%
DT40 TDP1 no CPT | -1.5% | 23.1µM* | -10.7% | 10.3µM* | 13µM* | 20.6µM* | -16.6% | ? | -11.8% | 0.7%

11	COc1ccc(CCN(Cc2ccc(C(C)C)cc2)S(=O)(=O)c2ccc(S(=O)(=O)N(C)C)cc2)cc1OC
12	O=C(CN(C(=O)CNS(=O)(=O)c1ccccc1)c1ccc2c(c1)OCCO2)NC1CCCCC1
13	Cc1cccc(Cl)c1OCCCn1ccnc1
14	Nn1c(N2CCCCC2)nc2ccccc21
15	CCCc1nnc(SCC(=O)N2C(C)CCCC2C)n1CC1CCCO1 (centres undefined)
16	CC1CCC2C(=O)N(c3ccc(NC4CCCCC4)c([N+](=O)[O-])c3)C(=O)C2C1 (centres undefined)
17	CC(Oc1ccc(Cl)cc1)C(=O)Nc1ccc(S(=O)(=O)Nc2nccs2)cc1 (centres undefined)
18	COc1ccc(C(=O)N2CCC(c3c[nH]c4ccccc34)(c3c[nH]c4ccccc34)CC2)cc1
19	CCc1ccc(/C=C(/C#N)c2nc(-c3ccc(C)cc3)cs2)cc1
20	CC(CCc1ccccc1)NC(=O)c1ccc(Cl)nc1 (centres undefined)

assay / compound | 11 | 12 | 13 | 14 | 15 | 16 | 17 | 18 | 19 | 20
DT40 TDP1 CPT | ? | 3.1% | -8.2% | -3.6% | -3.9% | -24.2% | 2.7% | ? | -17.5% | -16.0%
KAT2A inh | -4.3% | -0.9% | 1.0% | -1.0% | / | -3.3% | -4.6% | -8.0% | -7.6% | 3.0%
DT40 TDP1 no CPT | ? | ? | ? | -11.2% | -8.3% | ? | -4.4% | ? | -13.7% | -8.3%

21	O=C1C2C3C=CC(C3)C2C(=O)N1CNc1ccccn1 (centres undefined)
22	O=C(Nc1ccc(F)cc1)c1cc(S(=O)(=O)Nc2ccc(F)cc2)cs1
23	COc1cc(OC)c(NC(=O)Cn2c(=O)cc(C)c3c(C)nn(-c4ccc(C)cc4)c32)cc1Cl
24	O=Cc1ccc(Oc2nc(Cl)ncc2F)cc1
25	Cc1ccc2c(c1)[nH]c1c(=O)n(Cc3ccco3)cnc12
26	COc1ccc(-c2cc(C(F)(F)F)nc(SCCC(=O)Nc3ccc(OC)c(OC)c3)n2)cc1
27	CCn1c(-c2ccccc2)c[nH]c1=S
28	Cc1ccc(Cn2nnc3c(=O)[nH]c(C4CCN(S(=O)(=O)c5ccccc5)CC4)nc32)cc1
29	CC1(C)CC(=O)C=C(NCC2CCCO2)C1 (centres undefined)
30	COc1ccc2[nH]cc(CCN3C(=O)c4ccc(C(=O)O)cc4C3=O)c2c1

assay / compound | 21 | 22 | 23 | 24 | 25 | 26 | 27 | 28 | 29 | 30
DT40 TDP1 CPT | 6.2% | ? | ? | ? | ? | 13µM* | -20.8% | -10.5% | -1.8% | -5.9%
KAT2A inh | -3.2% | -10.7% | -9.4% | -6.8% | 3.4% | -7.0% | ? | ? | -5.8% | -16.1%
DT40 TDP1 no CPT | -4.1% | 29.1µM* | ? | ? | -29.2% | 14.6µM* | ? | -11.5% | -0.8% | -14.5%

31	COc1cccc(/C=N/n2cnc3ccccc32)c1OC
32	O=S(=O)(Nc1ccc2cn[nH]c2c1)c1ccc(Cl)cc1
33	C/C(CC(=O)Nc1ccc2c(c1)OCCO2)=N\NC(=O)COc1cccc(C)c1
34	Cc1cc(C)n(-c2ccc(S(N)(=O)=O)cc2[N+](=O)[O-])n1
35	Cc1ccc(NC(=O)C2C3CC4OC(=O)C2C4C3)cc1Cl (centres undefined)
36	ON/C=N/C(=S)Nc1ncc(C(F)(F)F)cc1Cl
37	CCOc1c(CC2C(=O)Nc3ccc(Br)cc32)cccc1OC (centres undefined)
38	O=S(=O)(Nc1ccc(Cl)cn1)c1ccc(F)cc1
39	O=C(O)CCn1c(C(=O)O)cc2sccc21
40	CN1CCN(c2nc(-c3ccc4c(c3)OCO4)nc3ccccc23)CC1

assay / compound | 31 | 32 | 33 | 34 | 35 | 36 | 37 | 38 | 39 | 40
DT40 TDP1 CPT | ? | -17.5% | 14.7% | -3.8% | -5.5% | 14.6µM* | ? | 13.3% | 2.5% | ?
KAT2A inh | -2.0% | 1.5% | -6.2% | 1.5% | -5.9% | -10.9% | -14.9% | 3.8% | -2.6% | -16.3%
DT40 TDP1 no CPT | ? | ? | -19.9% | 1.4% | -21.7% | 11.6µM* | 16.4µM* | 16.5% | -11.9% | ?

Single records, as listed above.
Cc1ccc(NC(=O)C2C3CC4OC(=O)C2C4C3)cc1Cl (centres undefined) is entered as DT40 TDP1 CPT = -5.5%; KAT2A inh = -5.9%; DT40 TDP1 no CPT = -21.7%
Cc1cc(C)n(-c2ccc(S(N)(=O)=O)cc2[N+](=O)[O-])n1 is entered as DT40 TDP1 CPT = -3.8%; KAT2A inh = 1.5%; DT40 TDP1 no CPT = 1.4%

Carrying on.
41	COC(=O)[C@]12CCCCC=C1N(Cc1ccc(Cl)cc1Cl)C(=O)[C@H](CC(=O)N1CCCC1)C2
42	CCn1c(=O)c2c3c(sc2n(C)c1=O)CCC3
43	Cc1ccc(O)c(CCc2ccccc2)n1
44	COc1ncnc2c1sc1nc(-c3ccccc3)c3c(c12)CCCC3
45	CC1(C(=O)OCC(=O)Nc2ccc(C(N)=O)cc2)CC1(Cl)Cl (centres undefined)
46	COc1cccc(C(c2sc3ncnn3c2O)N2CC(C)OC(C)C2)c1 (centres undefined)
47	CC(=O)OC1C[C@]2(C)[C@@H](CC(O)C3[C@]4(C)CCC(O)C(C)[C@@H]4CC[C@]32C)/C1=C(/CCC=C(C)C)C(=O)O (some centres undefined)
48	O=C(CSc1nc2ccccc2c(=O)n1Cc1ccco1)NCc1ccco1
49	Cc1ccc(S(=O)(=O)NCCC(=O)NCC(=O)Nc2c(C)cccc2C)cc1C
50	O=C(COc1ccc(Cl)cc1)NCCc1csc(-c2ccc(F)cc2)n1

assay / compound | 41 | 42 | 43 | 44 | 45 | 46 | 47 | 48 | 49 | 50
DT40 TDP1 CPT | ? | -2.3% | -7.9% | ? | 4.8% | 1.6% | 9.8% | ? | -24.3% | 16.4µM*
KAT2A inh | / | -5.9% | 2.2% | ? | -1.1% | 0.0% | 13.9% | -21.2% | -1.5% | -6.0%
DT40 TDP1 no CPT | ? | -7.5% | -26.2% | -15.3% | 10.8% | -11.4% | 3.0% | ? | -22.7% | 14.6µM*

51	O=C(Nc1ccc(F)c(Cl)c1)N1CCCC1
52	CCOC(=O)c1[nH]ncc1CN1CCCC(C(=O)c2cccc3ccccc23)C1 (centres undefined)
53	COc1ccc2[nH]c(=O)c(CN(CC3CCCO3)C(=O)Nc3ccccc3)cc2c1 (centres undefined)
54	CN(C)S(=O)(=O)NCCNc1ccc(C(F)(F)F)cc1[N+](=O)[O-]
55	S=c1[nH]nc(-c2ccc(Cl)cc2)n1-c1ccc(Cl)cc1
56	CC1CCCCN1CCCNC(=O)C1CCN(c2nc3ccccc3o2)CC1 (centres undefined)
57	COc1ccc2[nH]c(C(=O)N(C)c3ccc(F)cc3F)cc2c1
58	COc1cccc(C2=CC(=O)C(C(C)(C)C)N2C(C)(C)C)c1 (centres undefined)
59	C[C@H]1CN([C@@H](C)CO)C(=O)c2c(c3ccccc3n2C)-c2ccccc2CO[C@H]1CN(C)Cc1cccc(F)c1
60	CC(=O)c1cccc(NC(=O)CCc2nnc3ccc(N4CCN(C)CC4)nn23)c1

assay / compound | 51 | 52 | 53 | 54 | 55 | 56 | 57 | 58 | 59 | 60
DT40 TDP1 CPT | 9.2% | 0.9% | ? | -36.2% | -9.4% | 3.2% | 4.9% | ? | ? | 5.9%
KAT2A inh | -2.3% | -22.9% | -2.9% | -17.3% | -0.7% | -6.5% | 3.0% | / | / | -2.9%
DT40 TDP1 no CPT | -3.9% | 0.1% | ? | -53.6% | -12.3% | -17.7% | -10.1% | 20.6µM* | -47.0% | 4.5%

Random excerpt: three compounds from above, in no set order.
53	COc1ccc2[nH]c(=O)c(CN(CC3CCCO3)C(=O)Nc3ccccc3)cc2c1 (centres undefined)
59	C[C@H]1CN([C@@H](C)CO)C(=O)c2c(c3ccccc3n2C)-c2ccccc2CO[C@H]1CN(C)Cc1cccc(F)c1
55	S=c1[nH]nc(-c2ccc(Cl)cc2)n1-c1ccc(Cl)cc1

assay / compound | 53 | 59 | 55
DT40 TDP1 CPT | ? | ? | -9.4%
KAT2A inh | -2.9% | / | -0.7%
DT40 TDP1 no CPT | ? | -47.0% | -12.3%

More entries follow:
61	C=CCc1cc(OC)ccc1OCCOCCC(C(=O)OCC)C(=O)OCC
62	O=C(NC1CCCN(CCc2ccccc2)C1)c1c(F)cccc1F (centres undefined)
63	Cn1c(=O)c2c(nc(OCc3cccnc3)n2Cc2c(F)cccc2Cl)n(C)c1=O
64	CC(/C=C\c1ccccc1)=C/C(=O)O
65	CCOC(=O)C1CCN(c2nc(C)cc(C)c2C#N)CC1
66	Cc1ccc(C)c(NC(=S)N2CCC(NC(=O)C3CCCCC3)CC2)c1
67	Cc1cc(C)cc(NC(=O)CSc2nnc(CNC(=O)c3c(F)cccc3Cl)o2)c1
68	COc1ccc(-c2nn(-c3ccccc3)cc2C(=O)O)cc1N
69	Cc1cc(OC(=O)c2cc([N+](=O)[O-])ccc2Cl)c([N+](=O)[O-])c(=O)[nH]1
70	COc1ccc(CCN2CN(S(=O)(=O)c3ccc(OC)cc3)c3nc4ccccc4nc32)cc1

assay / compound | 61 | 62 | 63 | 64 | 65 | 66 | 67 | 68 | 69 | 70
DT40 TDP1 CPT | -11.0% | 5.3% | ? | 7.8% | -21.1% | 2.8% | 18.1% | -0.6% | -10.0% | ?
KAT2A inh | -4.6% | -5.2% | -3.5% | -18.2% | 0.0% | 3.8% | -8.8% | 1.1% | 1.2% | -6.9%
DT40 TDP1 no CPT | -11.7% | 4.2% | ? | -18.6% | -16.9% | -9.3% | -4.3% | 2.0% | -5.2% | ?

71	COC(=O)C1=C(C)N(Cc2ccc(C)cc2)C(=O)C1
72	COc1ccc(/C=C2\CCCC3C2=NN(C(=O)COC(=O)CNC(=O)c2ccccc2)C3c2ccc(OC)cc2)cc1 (centres undefined)
73	Cc1ccc(S(=O)(=O)N2CCCCC2)cc1NC(=O)C1CCN(C(=O)OC(C)(C)C)CC1
74	Cc1cccc(-c2nc(NCCN(C)C)c3ccccc3n2)c1
75	CCOC(=O)c1c(S(=O)(=O)NCC(=O)Nc2cccc(C)n2)c(C)n(C)c1C
76	COc1ccc(N2C(=O)CC(N3CCN(c4ccccc4F)CC3)C2=O)cc1 (centres undefined)
77	CCOc1ccc(C=NN2CCCCCC2)cc1OCC
78	CN(c1ccccc1)S(=O)(=O)c1cccc(C(=O)NCCCN2CCCC2=O)c1
79	CC(C)(C)C(=O)Nc1nnc(SCC(=O)NCc2ccco2)s1

assay / compound | 71 | 72 | 73 | 74 | 75 | 76 | 77 | 78 | 79
DT40 TDP1 CPT | -5.4% | ? | ? | -9.7% | 0.2% | -1.5% | -9.8% | -22.2% | 7.2%
KAT2A inh | -7.3% | -2.9% | / | / | -2.9% | 0.8% | / | -3.7% | -7.8%
DT40 TDP1 no CPT | -13.3% | ? | 16.4µM* | ? | 8.5% | -2.3% | -28.3% | -16.6% | -20.0%
